# PrPC surface inh = cell surface PrPC inhibition, primary TR-FRET screen. P04156. TR-FRET read-out. inhibition, % at 13.8 µM. 0.43% of 370,000 active. AID 720596; in the data active = inhibition above about 24%; note: 0% = median of the test wells and 100% = reference compound wells
# TcdB inh = blocks C. difficile toxin B glycohydrolase activity. 0.24% of 350,000 active. AID 652162. TcdB glycohydrolase enzymatic assay, plate reader. inhibition, % at 9.99 µM. P18177; in the data active = inhibition above about 10%
# CCHF vOTU inh = blocks the CCHF virus ovarian tumor domain protease. CCHFV vOTU protease, Pep-AMC fluorescence. inhibition, % at 11.5 µM. 0.55% of 370,000 active. AID 651958; in the data active = inhibition above about 30%; note: 0% = vehicle wells with enzyme and 100% = no enzyme wells
# FadD28 FP inh = inhibitors of Mycobacterium tuberculosis FadD28 bisubstrate binding. FadD28 bisubstrate probe binding, fluorescence polarization. inhibition, % at 12.5 µM. 0.22% of 360,000 active. AID 588549; in the data active = inhibition above about 8.5%, passing the limit was not always enough; inconclusive = no clear call, values can overlap the other calls
# PfHsp40 rescue = rescue of PfHsp40-mediated yeast toxicity. S. cerevisiae expressing PfHsp40, growth rescue, ATP luminescence. growth rescue, % at 12.5 µM. 0.68% of 340,000 active. AID 504582; in the data active = growth rescue above about 28%, passing the limit was not always enough; inconclusive = no clear call, values can overlap the other calls;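 note: yeast W303a lacking pdr1 and pdr3 grown in galactose medium; growth measured after three days at 30 °C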
# BoNT-A LC inh2 = blocks Botulinum neurotoxin A light chain protease | multiplex microsphere protease substrate cleavage, flow cytometry | inhibition, % at 10 µM | 0.17% of 360,000 active; note: plate controls were buffer without enzyme for full effect and enzyme alone for no effect
# Yp Topo-I inh = inhibitors of Yersinia pestis topoisomerase I; Y. pestis Topo-I cleavage product accumulation, plate reader; 0.064% of 360,000 active; activity, % at 10 µM; in the data active = activity above about 50%, passing the limit was not always enough; inconclusive = no clear call, values can overlap the other calls; note: inactives centre near 2
# BoNT F protease = blocks Botulinum neurotoxin F light chain protease | Multiplex microsphere protease cleavage assay, flow cytometry | 0.22% of 360,000 active | AID 588497 | inhibition, % at 10 µM; in the data active = inhibition above about 35%, passing the limit was not always enough; inconclusive = no clear call, values can overlap the other calls; note: plate controls were buffer without enzyme for full effect and enzyme alone for no effect
# Anthrax LF inh2 = anthrax lethal factor protease inhibition | multiplex microsphere protease cleavage assay, LF | 0.12% of 360,000 active | P15917 | inhibition, % at 10 µM; note: plate controls were buffer without enzyme for full effect and enzyme alone for no effect
# Target sequence (P15917 whole entry, looked up): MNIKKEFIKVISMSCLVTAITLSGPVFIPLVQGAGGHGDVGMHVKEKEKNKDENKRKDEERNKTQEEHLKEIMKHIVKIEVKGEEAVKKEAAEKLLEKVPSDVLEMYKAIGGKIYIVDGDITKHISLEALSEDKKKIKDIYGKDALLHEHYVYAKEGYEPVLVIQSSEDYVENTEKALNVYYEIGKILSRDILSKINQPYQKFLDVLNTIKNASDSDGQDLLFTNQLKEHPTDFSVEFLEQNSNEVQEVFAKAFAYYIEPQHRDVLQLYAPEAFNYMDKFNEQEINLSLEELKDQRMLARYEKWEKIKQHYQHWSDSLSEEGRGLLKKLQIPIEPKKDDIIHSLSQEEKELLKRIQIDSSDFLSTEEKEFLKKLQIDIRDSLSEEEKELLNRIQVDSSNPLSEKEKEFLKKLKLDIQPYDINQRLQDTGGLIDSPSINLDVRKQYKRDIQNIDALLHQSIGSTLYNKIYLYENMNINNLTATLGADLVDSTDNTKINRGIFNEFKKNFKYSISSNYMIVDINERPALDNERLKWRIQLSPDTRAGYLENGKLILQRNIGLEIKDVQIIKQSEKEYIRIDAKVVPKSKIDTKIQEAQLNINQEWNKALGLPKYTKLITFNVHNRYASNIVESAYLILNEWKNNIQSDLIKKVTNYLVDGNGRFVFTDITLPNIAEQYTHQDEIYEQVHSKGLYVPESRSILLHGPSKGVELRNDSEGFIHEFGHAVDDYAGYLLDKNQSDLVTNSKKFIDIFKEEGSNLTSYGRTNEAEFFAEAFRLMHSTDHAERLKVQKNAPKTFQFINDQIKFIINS
# * marks the source's active call; other numbers are inactive results; ? = inconclusive; nt = no result given. Cut-off read from the data, not from the text of the source, unless noted: active = inhibition above about 30%; inconclusive = no clear call, values can overlap the other calls; inactive = below that. Compounds as they come; 2.3% or so of the library scored in one or more.
SMILES,PrPC surface inh,TcdB inh,CCHF vOTU inh,FadD28 FP inh,PfHsp40 rescue,BoNT-A LC inh2,Yp Topo-I inh,BoNT F protease,Anthrax LF inh2
Cc1cnc(C(=O)OCC(=O)N2C(C)CCCC2C)cn1 (stereo not given),-2,1.5,-9,-1.9,1.4,-0.7,-1,-7,-1
Cc1ccc(NC(=O)COC(=O)[C@H](C)NC(N)=O)c(C)c1,6,3.2,-7,-0.6,-1.0,-1.3,7,-3,9
O=C(Nn1cc(C(=O)Nc2ccc(F)cc2F)c2ccccc2c1=O)c1cnccn1,-5,0.4,-6,-3.4,0.0,-1.2,-3,-5,-2
CC1(C(=O)OCC(=O)Nc2ccccc2Cl)CC1(Cl)Cl (stereo not given),3,-0.8,-3,-1.2,-1.1,0.2,-9,-7,0
COc1ccc(C2OCC(C)(C)CO2)cc1OC,-2,0.9,-8,-3.1,-1.3,-0.7,-2,-6,1
Cc1cc(C(C)(C)C)cc(C)c1CC1=NCCN1,7,-0.2,0,-2.8,0.2,-0.6,-9,-7,-10
O=CNC1CCCc2c1[nH]c1ccc(Cl)cc21 (stereo not given),0,nt,-6,-1.9,1.4,1.0,-1,3,-11
CC1CN(C)C(c2ccccc2)C(C)C12NC(=O)NC2=O (stereo not given),-6,nt,5,-0.8,0.4,-0.5,-1,2,-2
Cc1nn(-c2ccc(F)cc2)c(-n2cccc2)c1C(=O)N1CCN(C(=O)c2ccco2)CC1,1,0.6,9,-1.0,0.5,-0.1,3,4,2
O=C(O)CCn1cc(/C=C2\SC(=S)NC2=O)c(-c2ccccc2)n1,-24,0.7,4,-1.7,-0.2,-0.5,1,4,-8
CCCCOP(=O)(c1ccc(N(C)C)cc1)C(O)c1ccccc1F (stereo not given),5,nt,4,-2.6,1.3,9.5,13,13,-24
CCOc1cc(/C=N/NC(=O)c2cccnc2)ccc1OC(=O)c1ccco1,-9,2.1,10,-0.6,-0.2,-0.5,-2,-4,-1
COC(=O)c1ccc(Cn2nc(C)c(Br)c2C)cc1,4,nt,5,-1.7,0.7,1.3,12,3,2
CCOC(=O)C1=CN(Cc2cccc(F)c2)S(=O)(=O)N(CC)C1c1ccc(F)c(Cl)c1 (stereo not given),3,0.2,9,-0.4,-1.7,0.0,19,-6,0
O=C(Nc1cccc(O)c1)c1ccc(S(=O)(=O)N2CCCCCC2)cc1,7,1.9,6,-1.7,-0.7,-0.8,5,-15,6
Cc1cc(=O)oc2cc(NC(=O)c3ccc(OC(F)F)cc3)ccc12,-7,0.9,-25,-3.8,0.9,1.1,1,-4,6
CCN(CC(=O)NCc1ccc(Cl)cc1)C(=O)c1cc2ccccc2o1,4,0.1,15,nt,0.6,-0.6,20,-3,-1
O=C(/C(=C\c1ccccc1)c1nc2ccccc2[nH]1)c1ccc(Cl)cc1,6,nt,8,-6.2,1.3,-0.6,-6,-4,-3
O=C(Nc1ccc(C(=O)N2CCN(c3ccccn3)CC2)cc1)c1ccc(Br)o1,-7,1.5,-6,-3.2,0.9,-0.3,12,1,1
CCOc1cc(C2NC(=S)NC(C)=C2C(=O)Nc2ccccc2)ccc1O (stereo not given),-2,1.6,16,-6.0,-0.5,-0.2,0,0,-2

# Next section; the last 2 above are carried over.
SMILES,PrPC surface inh,TcdB inh,CCHF vOTU inh,FadD28 FP inh,PfHsp40 rescue,BoNT-A LC inh2,Yp Topo-I inh,BoNT F protease,Anthrax LF inh2
O=C(Nc1ccc(C(=O)N2CCN(c3ccccn3)CC2)cc1)c1ccc(Br)o1,-7,1.5,-6,-3.2,0.9,-0.3,12,1,1
CCOc1cc(C2NC(=S)NC(C)=C2C(=O)Nc2ccccc2)ccc1O (stereo not given),-2,1.6,16,-6.0,-0.5,-0.2,0,0,-2
O=C1CN(S(=O)(=O)c2ccc(Cl)cc2C(F)(F)F)CCN1,2,-3.0,-10,-4.1,-0.5,0.4,7,-1,-4
COc1ccc([N+](=O)[O-])cc1NC(=O)CSCc1ccccc1,-9,nt,5,2.6,3.6,0.4,2,-5,-1
Cc1ccc(-c2nnn(CC(=O)NC(=O)NC3CCCCC3)n2)cc1,4,0.2,9,-1.4,0.9,2.3,4,8,0
C/C(N)=C(/C#N)C(=O)CSc1nc(-c2ccccc2)c(-c2ccccc2)o1,9,1.0,8,-7.7,-0.7,-3.0,11,-5,-6
Cc1ccc2c(c1)C(c1ccccc1)N(C(=O)c1cccc([N+](=O)[O-])c1)CC(=O)N2 (stereo not given),-18,0.2,-2,-0.7,1.1,-9.6,16,-11,-1
CCC(C)N1CCN(C(=O)c2cccs2)CC1 (stereo not given),2,nt,-7,-0.9,0.7,-0.3,-2,-12,-3
O=C(Cc1ccc(Cl)cc1)Nc1ccc(N2CCN(C(=O)c3ccco3)CC2)c(Cl)c1,0,nt,15,?,9.7,-0.3,26,-2,-4
c1csc(-c2cnc3n2CCCC3)c1,3,nt,4,1.9,1.7,-0.8,1,-27,-4
CC[n+]1c(/C=C/c2cc([N+](=O)[O-])ccc2O)ccc2ccccc21,-27,0.7,-5,-2.9,-0.1,7.6,-5,?,-12
Cc1cccc(NC(=O)COC(=O)CN2C(=O)C3CCCCC3C2=O)c1C (stereo not given),-6,0.5,6,-0.3,nt,0.3,3,4,-7
Cc1ccc(S(=O)(=O)N2CCCC(C(=O)NCC3COCCO3)C2)cc1 (stereo not given),-8,nt,-6,-0.6,-0.6,-0.5,-1,4,5
O=C(Nc1cccc(-c2cc3ccccc3oc2=O)c1)c1ccc(Br)o1,-8,-0.2,4,0.5,1.0,-0.5,8,-5,-2
COCCCNC(=O)CN(C1CCCCC1)S(=O)(=O)c1ccc(C)cc1,1,-0.7,-8,-3.3,-0.1,0.9,5,-7,-1
CC(C)(C)c1ccc(C(=O)N2CCC(C(=O)NC3CC3)CC2)cc1,-9,0.8,2,-1.1,-1.7,-1.7,3,6,5
Cc1cccc(CCN=c2c([N+](=O)[O-])nn(-c3ccccc3)n2O)c1,-19,-0.7,-3,-2.8,6.5,0.4,-7,-1,-1
CC1CCN(C(=O)c2ccc3ccccc3c2)CC1,3,1.8,3,0.5,1.5,1.6,-4,-16,0
Cc1c(OC(C)C(=O)NCc2ccccn2)ccc2c3c(c(=O)oc12)CCCC3 (stereo not given),3,-0.4,-13,-3.8,1.8,1.9,27,-1,-2
Cc1csc(NC(=O)CN(C)S(=O)(=O)c2cccc3cccnc23)n1,-7,0.5,6,0.8,-0.5,0.0,8,-2,4
CCC(C)Cn1c(S(=O)(=O)O)nc2ccccc21 (stereo not given),2,nt,-14,-2.4,-0.2,0.3,1,5,3
CCOC(=O)/C=C1\NC2(CCCCC2)Cc2cc(OC)c(OC)cc21,0,-0.3,2,0.4,-1.0,-1.2,1,-9,-1
CC(C)[Si]1(C(C)C)OCC2OC(n3cnc4c(N)ncnc43)C(N)C2O[Si](C(C)C)(C(C)C)O1 (stereo not given),3,2.4,10,-2.1,-0.3,0.4,27,-6,3
CCn1nc(C)c(NC(=O)c2ccc(Br)o2)c1C,4,-0.1,11,-1.0,-0.8,0.8,-13,2,-3
C/C(=N/NC(=O)c1ccoc1C)c1cccc(NC(=O)C2CC2)c1,8,nt,13,-3.8,0.8,0.1,-7,4,-1
Cc1ccccc1C(=O)O/N=C(\c1ccccc1)c1ccccn1,-1,nt,-9,-2.1,-1.0,0.1,-8,-10,0
Cc1nc(N2CCOCC2)nc(N2CCC(C)CC2)c1[N+](=O)[O-],-3,0.4,-5,-2.0,1.8,-2.0,11,?,-10
c1ccc2c(c1)cc1ccc3cccc4ccc2c1c34,1,1.5,-1,1.5,-1.3,6.2,7,-2,3
CCn1c2ccccc2c2nnc(SCC(=O)NCCOC)nc21,-11,nt,-10,-3.4,-0.7,-0.1,-6,2,4
COc1cc2c(cc1OC)C(c1ccccc1)N(S(C)(=O)=O)CC2 (stereo not given),4,0.7,-2,-3.5,-0.3,-0.5,-16,1,-2
Cc1ccc(S(=O)(=O)c2nnn3c2nc(N2CCN(c4ccccn4)CC2)c2ccccc23)cc1C,-2,0.2,12,-1.9,0.2,0.2,-12,5,-1
CCOc1ccc(-c2c(C(=O)N/N=C/c3ccc(OC)cc3)nnn2-c2nonc2N)cc1,-5,nt,-13,-2.5,-1.0,-0.2,12,-9,-5
CCCCc1nnc(SCc2ccc(OCC)cc2)n1N,-8,nt,-30,1.1,-0.3,-0.6,0,1,-1
Cc1ccc(S(=O)(=O)NC2=NCN(CCOC(=O)c3ccc([N+](=O)[O-])cc3)CN2)cc1,4,nt,20,-1.4,-0.4,0.4,-4,1,2
CCOC(=O)N1CCN(C(=O)Cn2ncn3nc(-c4cccs4)cc3c2=O)CC1,-10,nt,-21,1.1,-1.3,nt,-3,nt,nt
CN(CCO)c1ccc(/C=N/Nc2nncc3ccccc23)cc1,6,2.9,4,-0.5,4.6,0.3,-14,28,-1
CCOc1ccccc1NC(=O)C(NCC1(N2CCCCC2)CCCCC1)c1ccccc1 (stereo not given),-9,2.2,-1,-3.4,-0.8,-0.1,8,-1,5
Cc1cc(NC(=O)CSc2ncnc3ccccc23)no1,36*,-0.2,-4,-1.8,0.1,-1.0,7,1,-4
O=C(NCCCn1ccnc1)c1cc(-c2ccccc2)on1,7,1.3,-1,-3.2,-0.9,0.0,2,-2,2
CSCCOC(=O)C1=C(C)NC(=O)CC1c1ccccc1Cl (stereo not given),7,nt,0,2.2,-0.4,0.1,-6,-7,0
CCCCN(CCCC)CC(O)COc1ccc(Br)cc1 (stereo not given),2,0.5,13,0.8,-1.1,-0.5,15,-5,-2
Cc1ccc(NS(=O)(=O)c2cc(N)ccc2Cl)c(C)c1,7,6.3,-5,-2.3,1.3,-0.8,-5,-4,-7
CN(CC(=O)NCCc1ccc(F)cc1)Cc1cccs1,2,1.4,-4,-2.4,0.1,-0.4,15,-3,1
COc1ccc(C2=CSC3=NCCN23)cc1Cl,-9,0.8,-9,-5.2,0.2,1.3,2,?,15
Cc1cc(N2CCN(C(=O)Oc3ccc([N+](=O)[O-])cc3)CC2)c2ccccc2n1,-7,-0.8,19,nt,nt,-0.1,nt,-5,1
COc1ccc(CNc2nnnn2C)c(OC)c1,-3,0.7,-9,-2.1,-1.2,-4.4,1,2,6
CC(O)C(O)C(O)C(O)/C=N/NC(=O)c1ccccc1 (stereo not given),-2,-0.8,10,-2.1,-1.1,-1.1,-2,-1,0
CN(c1ccccc1)S(=O)(=O)c1ccc(NC(=S)NC(=O)C2CC2)cc1,10,-0.8,-2,-1.0,0.5,-0.2,5,-1,-1
Cc1cccc(C)c1NC(=O)c1cc(S(=O)(=O)N2CCOCC2)ccc1F,-2,nt,-4,-2.2,0.1,0.4,2,-6,2
CC(=O)OC1C(OC(C)=O)C2C(C)CC3OC(=O)C(C)C3CC2(C)C1OC(C)=O (stereo not given),4,2.5,14,-0.8,nt,-0.5,-14,0,7
O=C(Nc1ccc(S(=O)(=O)Nc2nccs2)cc1)C(F)(F)F,0,0.8,1,-0.2,-0.6,4.8,3,?,5
CC(=O)Nc1ccc(NC(=O)C(C)OC(=O)CC2CCCC2)cc1 (stereo not given),3,-1.0,-4,0.1,-0.8,0.7,-1,-8,-2
COC(=O)C(C(=O)OC)c1ccc(-n2cccc2)cc1,6,0.8,4,-2.0,-0.4,-1.2,2,-1,-4
CCN(Cc1ccccc1)C(=O)CSc1nncn1C,2,nt,10,-1.4,0.7,0.1,0,0,-9

# Complete entries, looked up by structure. Order of values: PrPC surface inh	TcdB inh	CCHF vOTU inh	FadD28 FP inh	PfHsp40 rescue	BoNT-A LC inh2	Yp Topo-I inh	BoNT F protease	Anthrax LF inh2
# COC(=O)C(C(=O)OC)c1ccc(-n2cccc2)cc1 is listed with 6	0.8	4	-2.0	-0.4	-1.2	2	-1	-4
# CCN(Cc1ccccc1)C(=O)CSc1nncn1C is listed with 2	nt	10	-1.4	0.7	0.1	0	0	-9
# CN(c1ccccc1)S(=O)(=O)c1ccc(NC(=S)NC(=O)C2CC2)cc1 is listed with 10	-0.8	-2	-1.0	0.5	-0.2	5	-1	-1
# COc1ccc(CNc2nnnn2C)c(OC)c1 is listed with -3	0.7	-9	-2.1	-1.2	-4.4	1	2	6
# CN(CC(=O)NCCc1ccc(F)cc1)Cc1cccs1 is listed with 2	1.4	-4	-2.4	0.1	-0.4	15	-3	1
